From PubChem BioAssay
Peg3 imprint: inducers of genomic imprint erasure in mouse ES cells; mouse ES Peg3-LacZ reporter, beta-gal luminescence, 40 h; Potency, µM (doses to about 60.7 µM), for inactives: at the highest dose activity change, positive = activation, hits mostly activators; 110,000 tested, 0.02% active;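 further: 0% = negative control wells on the plate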
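Readout: BetaGlo luminescence (5 min, room temp) for LacZ from the normally silent maternal Peg3 allele in female Peg3LacZ-Neo ES cells. Cells 300/well, 40 h, 37C, 5% CO2. Data normalized per plate to negative controls.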
p53ts 39C kill: cytotoxicity in p53ts cells at nonpermissive temperature. 130,000 tested, 1.5% active. Potency, µM (highest dose often 46.1 µM), inactives show top-dose activity change, negative = cell killing, actives largely listed as cytotoxic. H1299-p53A138V viability at 39C, ATP luminescence, 24 h; further: nearly all actives have a fitted effect of over 55% in size
IkB sig inh: IkB pathway inhibition in ABC-DLBCL cells; ABC-DLBCL IkBa-CBG/CBR dual luciferase ratio, 4 h; response scale: scaled: untreated 0%, proteasome inhibitor 100%; 110,000 tested, 0.04% active; Potency, µM (series often up to 57.1 µM), inactives show at the highest dose IkBa stabilization activation; active means well fitted curve in the direction sought with a large enough effect in the signal ratio, not every such curve was filed as active; inconclusive means small, poorly fitted or top-dose-only effect, or a change in a side signal; the % refers to the signal ratio;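 further: the direction sought is a rising ratio; 0% = basal untreated cells and 100% = reference inhibitor full response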
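Curves were fitted separately to fusion (green), unfused (red) and ratio luminescence, then classed by r2, magnitude and activity. Cells: OCI-Ly3, 4 h compound plus doxycycline at 37C; 10 uM MG-132 defined full response.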
p53ts 32C tox: cytotoxicity in p53ts cells at permissive temperature; H1299-p53A138V at 32C, ATP luminescence viability, 24 h; Potency, µM (doses to about 46.1 µM), without a hit: top-dose activity change, negative = cytotoxicity, usual class: cytotoxic; 130,000 tested, 0.93% active;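 further: 0% = DMSO and -100% = full killing by reference compound; nearly all actives have a fitted effect of over 55% in size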
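Cells: H1299 p53ts (A138V), 600/well, pre-incubated 16–30 h at 37C. Cpd up to 46 uM, 24 h, 32C. Readout: ATPlite luminescence, 20 min RT. Normalization: DMSO vs tamoxifen 100 uM. AC50 by Hill equation.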
* hit, by the source's call; ? = inconclusive; · = not tested or not shown; & = joins results of further samples; [ ] = another dose, or the depositor's remark. Unless noted, the call rests on the fitted dose curve; in most records, active means well fitted curve in the direction sought with a large enough effect; inconclusive means small, poorly fitted or top-dose-only effect, or another doubt; inactive means no such curve, though single readings can be large; an effect the other way counts as inactive or inconclusive. Unless noted, on the % scale 0 is the no-effect control and ±100 the full control effect; potency means the concentration at half of the fitted maximal effect.

SMILES | Peg3 imprint | p53ts 39C kill | IkB sig inh | p53ts 32C tox
O=C(Nc1ccc(S(=O)(=O)N2CCN(Cc3ccccc3)CC2)cc1)c1cnccn1 | -21% | -15% | 4.4% | -12%
O=C(Cn1c(=O)n(Cc2ccco2)c(=O)c2sc3ccccc3c21)Nc1ccc(F)cc1F | -9%[10.9 µM] | ? | 2.3% | -25%
O=C(N1CCOCC1)N1CCN(c2ccccc2F)CC1 | -10% | 1% | 3.2% | 3%
COC(=O)c1ccc([C@@H]2Nc3c(cccc3C(F)(F)F)[C@@H]3C=CC[C@@H]32)cc1 | 9%[10.9 µM] | -25% | ? | -4%
CSCCc1nc(SCC(=O)Nc2nnc(C)s2)[nH]c1C | 12% | 2% | 0.1% | -1%
Cc1cc(C)n(-c2nc3ccccc3nc2N2CCN(c3cccc(C(F)(F)F)c3)CC2)n1 | -5%[10.9 µM] | 2% | ? | 12%
CC1CCCN(C(=O)Cc2ccc(F)cc2)C1 (stereo unspecified) | -9% | 11% | 2.2% | 1%
CC1CCC(C(=O)O)NC1c1cccc(N2CCCC2=O)c1 (stereo unspecified) | · | -3%[9.22 µM] | · | 0%[9.22 µM]
CC(C)OC(=O)/C(=C/c1cccnc1)NC(=O)c1ccccc1 | · | -9% | · | -3%
Cc1cccc2nc(Cn3c(=O)n(-c4ccccc4)c(=O)c4c5c(sc43)CCC5)cc(=O)n12 | 8%[10.9 µM] | 14% | -2.3% | 0%
CC(O)CN1C(=O)C(CC(=O)Nc2ccc(Cl)cc2)SC1=Nc1ccccc1 (stereo unspecified) | -23% | -7% | ? | 11%
CCOc1cc([C@H]2[C@@H]3CCCC[C@]3(O)CCN2CC(=O)NCc2ccco2)ccc1O | -13% | 12% | 1.7% | 1%
Cc1ccccc1-c1ccc(Nc2ccc(C(=O)N3CCOCC3)cc2)nn1 | -43%[inhibitor] | 2% | 2.0% | 10%
Cc1cccc(C)c1NC(=O)CSc1nnc(CCCCCNC(=O)OC(C)(C)C)o1 | -11% | -9% | 6.1% | -9%
O=C(CCn1cccc1)Nc1ccccc1F | · | 4% | · | 9%
Cc1cccc(OCCSc2nnc(-c3ccoc3C)n2C)c1 | -27% | -17% | -2.0% | -2%
CC(C)CCn1cnc2c1c(=O)n(C)c(=O)n2C | -3% | -16% | -4.8% | -6%
Cc1ccc(-c2nnc(Nc3cccc(Cl)c3)c3ccccc23)cc1S(=O)(=O)N1CCN(C)CC1 | -8%[10.9 µM] | -8% | ? | 15%
CCn1c(CNC(=O)c2cccc(C)c2)nnc1SCC(=O)Nc1cccc(OC)c1 | 0% | -2% | 0.6% | 2%
CC(C)c1ccccc1S(=O)c1ccccc1C(C)(C)O (stereo unspecified) | -10%[10.9 µM] | -1%[9.22 µM] | 1.5%[11.4 µM] | 0%[9.22 µM]
Cc1ccc(-n2c(-c3ccco3)nc3c(cnn3-c3ccc(C)cc3)c2=O)cc1 | -13%[10.9 µM] | -19% | -1.1% | 0%
CCCCC(=O)Nc1ccc2c3c(cccc13)C(=O)N2CC | -15% | -14% | -0.7% | -3%
COC(=O)c1cccc(C23CC4(C2)[C@H](CN(CC2CCCCC2)[C@@H]4c2ccccc2)C3c2ccccc2)c1 (stereo partly specified) | -16% | 5% | · | 13%
NC(=O)C1CCN(CCC(=O)Nc2cccc(Cl)c2)CC1 | -9% | -3% | -0.5% | 6%
O=C(c1ccco1)N1CCN(C(=O)c2cc3sccc3n2Cc2ccccc2)CC1 | -10% | -2% | ? | -2%

Looked up above:
CC(C)CCn1cnc2c1c(=O)n(C)c(=O)n2C in IkB sig inh has -4.8%
CC(C)OC(=O)/C(=C/c1cccnc1)NC(=O)c1ccccc1 in p53ts 39C kill has -9%
O=C(Nc1ccc(S(=O)(=O)N2CCN(Cc3ccccc3)CC2)cc1)c1cnccn1 in Peg3 imprint has -21%

(continued)
SMILES | Peg3 imprint | p53ts 39C kill | IkB sig inh | p53ts 32C tox
Cc1cc(C)c2cc(CN(CCO)C(c3nnnn3Cc3ccc(F)cc3)C(C)C)c(=O)[nH]c2c1 (stereo unspecified) | · | 3% | 0.8% | -7%
COc1ccc2nc(NC(=O)C3CCN(S(=O)(=O)c4cccc5nsnc45)CC3)sc2c1 | -18% | -20% | ? | -2%
COc1ccc(-c2cn3c(n2)sc2cc(C(=O)NCCc4ccc(OC)cc4OC)ccc23)cc1 | 8%[10.9 µM] | -14% | -0.6% | -6%
N#CC1=C(N)S[C@H](C(=O)C23CC4CC(CC(C4)C2)C3)[C@H]1c1ccncc1 | -41%[inhibitor] | 105%[activator] | ? | 52%[activator]
COc1ccc2nc3oc(C(=O)N4CCN(c5cccc(C(F)(F)F)c5)CC4)cc3cc2c1 | 12% | -10% | -2.2% | 0%
C=CCNc1nc(NCCN2CCOCC2)nc(OC)n1 | 1% | -8% | -2.5% | -1%
O=C(c1ccc(F)cc1)C1CCN(CCCCc2ccccc2)CC1 | -13% | -24% | 0.3% | -18%
Cc1cc(NC(=O)CSc2nnc(C)c(=O)[nH]2)no1 | 4% | -4% | 1.9% | -13%
O=C(CC1CCCC1)OCn1nnc2ccccc2c1=O | -4% | -4% | 0.5% | 8%
CCO/C=C1\C(=O)N(c2ccccc2)C(=O)c2ccccc21 | -9% | -8% | 0.7% | 2%
O=c1[nH]c(N2CCOCC2)nc2ncn(Cc3ccccc3)c12 | 4% | 17% | -0.6% | 8%
COc1cccc(CNC(=O)C2CCN(S(=O)(=O)c3c(C)nn(C)c3C)CC2)c1 | -11% | 8% | 3.3% | 0%
Cn1c(=O)cnc2cnc(Nc3ccccc3)nc21 | · | 3% | -0.7%[11.4 µM] | 3%
COc1ccccc1N1CCN(C(=O)c2cc(-c3ccc(C)cc3)on2)CC1 | -30% | 29% | 3.6% | 15%
CSc1nnc(-c2nnc(SC)n2-c2ccccc2)n1-c1ccccc1 | 9% | 8% | -0.9% | 11%
NCCCCN=C(N)N | -8%&-2%&-23% | -11%&-9%&-9% | 1.7%&6.4% | 0%&2%&-11%
c1ccc2c3c([nH]c2c1)[C@@H]1[C@H]2CC[C@H]([C@H]4CCCN[C@H]42)N1CC3 | -4%[16.8 µM] | 1%[20.6 µM] | 3.2%[25.6 µM] | -3%[20.6 µM]
CC(C)(C)SCCNC(=O)c1ccc(NS(C)(=O)=O)cc1 | 10% | -5% | -0.8% | -1%
CCOC(=O)c1oc2ccc(CNC3CCCCC3)c(Cl)c2c1C | · | -19% | · | 3%
COc1ccc(CNC(=O)c2cc(-n3cnnc3)ccc2Cl)cc1 | 17% | 7% | -3.8% | -4%
COC(=O)c1ccccc1NC(=O)CS(=O)(=O)Cc1nc(-c2ccc(C)cc2)oc1C | -19% | 9% | -1.3% | 1%
CC1=C(CCC(=O)O)c2cc3nc(cc4[nH]c(cc5[nH]c(cc1n2)c(C)c5C(C)O)c(C)c4C(C)O)C(C)=C3CCC(=O)O (stereo unspecified) | -7% | -1% | · | -9%
O=C(Nc1onc2c1CCCC2)c1ccc(Cl)cc1 | -2%[10.9 µM] | ? | -1.2% | ?
O=C(Nc1ccc(S(=O)(=O)N2CCC(c3nc4ccccc4s3)CC2)cc1)c1ccccc1F | -13%[10.9 µM] | -6% | ? | 7%
COc1cc(C(=O)Nc2c(C(=O)Nc3ccccc3F)oc3ccccc23)cc(OC)c1OC | -22%[10.9 µM] | -23% | -1.4% | -18%
SMILES | Peg3 imprint | p53ts 39C kill | IkB sig inh | p53ts 32C tox
CCNC(=O)NC(=O)C(C)OC(=O)c1cccnc1SC (stereo unspecified) | 1% | 6% | -1.5% | 0%
O=C(NCC1CCCO1)[C@@H]1CSC2c3ccccc3C(=O)N21 (stereo partly specified) | 2% | -7% | 0.0% | -1%
COc1cccc(C(=O)Nc2cccc(NC(C)=O)c2)c1 | -48%[inhibitor] | -3% | 19% | -14%
OC[C@H]1O[C@@H](n2cnc3cncnc32)[C@H](O)[C@@H]1O | -12% | 10µM* | · | ?
Cc1ccc(CNC(=O)CSc2nc3ccccc3c(=O)n2CCCO)cc1 | -11% | 11% | 1.1% | 6%
COc1ccc(CCNC(=O)Cc2cc(=O)[nH]c(=O)[nH]2)cc1OC | -21% | 19% | -2.5% | -9%
O=C(c1nc2nc(-c3ccccc3)cc(C(F)(F)F)n2n1)N1CCOCC1 | 1% | 0% | 1.4% | -10%
CCOc1cccc2cc(-c3nnc(NCc4ccc5c(c4)OCO5)s3)c(=O)oc12 | · | 0% | · | 4%
CC(=O)N1CCCc2cc(S(=O)(=O)N(C)CC(=O)Nc3cccc(C)c3C)ccc21 | -7%[10.9 µM] | ? | 0.8% | 2%
Fc1ccccc1N1CCN(Cc2nc(-c3ccc(Cl)cc3Cl)no2)CC1 | -4% | 16% | 5.6% | -13%
CCOc1cc(C(=O)Nc2c(C)ccc3nsnc23)cc(OCC)c1OCC | · | 1% | · | -5%
Cc1nc2c(c(=O)n1Cc1ccccc1Cl)c1nc3ccccc3nc1n2Cc1ccco1 | -50%[inhibitor] | 65%[activator] | ? | 22%
CCCCn1c(SCC(=O)Nc2nnc(C)s2)nnc1-c1ccoc1C | 2% | -7% | 1.2% | 5%
OCCNc1cc(-n2nc(-c3ccccc3)cc2-c2ccccc2)ncn1 | -9% | -10% | -0.2% | -3%
CCN(Cc1cc2ccccc2[nH]c1=O)C(=O)C1CCCCC1 | -8% | -9% | 2.2% | -1%
Nc1cc(=O)[nH]c(=O)n1Cc1ccccc1 | -6% | 13% | · | 9%
CCNS(=O)(=O)c1ccc(S(=O)(=O)N(Cc2ccccn2)C2CCCCC2)cc1 | 9% | -7% | 2.1% | 25%
CCn1ncc(C2=NOC(C(=O)Nc3c(C)nn(Cc4ccc(F)cc4)c3C)C2)c1C (stereo unspecified) | -12% | 7% | 6.0% | -5%
CCn1c(=N)c(C(N)=O)cc2c(=O)n3cccc(C)c3nc21 | · | 1% | 1.3% | 1%
CCOC(=O)c1ccc(NC(=O)CSc2c3c(nc4cc(Cl)ccc24)CCCC3)cc1 | -13%[10.9 µM] | ? | 13% | -5%
O=C(C1CCCN(S(=O)(=O)c2cccs2)C1)N1CCc2ccccc2C1 (stereo unspecified) | -18% | -18% | ? | -3%
CCOc1ccc(C2=NNC(c3cccs3)=Nc3ccc(OC)cc32)cc1 | · | 20% | · | 11%
CC(C)OCCCNS(=O)(=O)c1ccc2c(c1)oc(=O)n2C | -14% | 5% | 5.3% | -9%
Cc1ccc(NC(=O)Cn2c(=O)n(Cc3ccc4c(c3)OCO4)c(=O)c3ccc(C(=O)NC4CCCCC4)cc32)cc1 | -4%[10.9 µM] | -2% | -1.3% | 4%
CCCC1=Nc2cc(C(=O)NCc3ccc(OC)cc3)ccc2Sc2ccc(C)cc21 | -13%[10.9 µM] | -9% | ? | 29%
CC(=O)c1ccc(C(=O)N(Cc2cccnc2)c2nc3c(C)c(C)ccc3s2)cc1 | -20%[10.9 µM] | 35%[activator] | ? | -15%
Cc1ccc(C2c3cccn3CCN2S(=O)(=O)c2ccc([N+](=O)[O-])cc2)cc1 (stereo unspecified) | -7%[10.9 µM] | -20% | -0.3% | 5%
O=C(Cn1nc(C(F)(F)F)c2c1CCCC2)Nc1ccc2c(c1)OCO2 | -17% | 7% | 1.5% | 9%
Cc1ccc(-c2nn(C)c(=O)c3ccccc23)cc1S(=O)(=O)NCCN1CCOCC1 | 6% | 3% | 2.1% | 20%

Shown with each value named: entries from further up.
structure: Cc1ccccc1-c1ccc(Nc2ccc(C(=O)N3CCOCC3)cc2)nn1
  Peg3 imprint: -43%[inhibitor]
  p53ts 39C kill: 2%
  IkB sig inh: 2.0%
  p53ts 32C tox: 10%
structure: Cc1ccc(C2c3cccn3CCN2S(=O)(=O)c2ccc([N+](=O)[O-])cc2)cc1 (stereo unspecified)
  Peg3 imprint: -7%[10.9 µM]
  p53ts 39C kill: -20%
  IkB sig inh: -0.3%
  p53ts 32C tox: 5%
structure: N#CC1=C(N)S[C@H](C(=O)C23CC4CC(CC(C4)C2)C3)[C@H]1c1ccncc1
  Peg3 imprint: -41%[inhibitor]
  p53ts 39C kill: 105%[activator]
  IkB sig inh: ?
  p53ts 32C tox: 52%[activator]
structure: O=C(Cn1nc(C(F)(F)F)c2c1CCCC2)Nc1ccc2c(c1)OCO2
  Peg3 imprint: -17%
  p53ts 39C kill: 7%
  IkB sig inh: 1.5%
  p53ts 32C tox: 9%

Two compounds from above, reduced to p53ts 32C tox.
compound	p53ts 32C tox
CC(C)OCCCNS(=O)(=O)c1ccc2c(c1)oc(=O)n2C	-9%
CCCC1=Nc2cc(C(=O)NCc3ccc(OC)cc3)ccc2Sc2ccc(C)cc21	29%
